CHRM1 antagonist = blocks human M1 muscarinic receptor. P11229. AID 588852. CHO-K1 hM1, Fluo-8 calcium fluorescence, ACh EC80 antagonist. 360,000 compounds, 1.3% hits. inhibition, % at 3 µM;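 active = percent inhibition above its own plate's cutoff, namely the mean of that plate's compound wells plus 3 SD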;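 also: peak over basal fluorescence ratio during 140 s after agonist addition; 0% = ACh EC80 plus DMSO and 100% = DMSO alone without agonist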
CHRM1 PAM = human CHRM1 positive allosteric modulation; P11229; CHO-K1 hM1, Fluo-8 calcium fluorescence, ACh EC20; 0% = ACh EC20, 100% = maximal ACh; activation, % at 3 µM; 360,000 compounds, 0.088% hits; in the data active = activation above about 19%, passing the limit was not always enough
CHO-K1 Ca ag = M1 agonist counterscreen hit in parental CHO-K1 cells; Fluo-8 calcium fluorescence; scaled to maximal ATP response, vehicle zero; activation, % at 3 µM; 360,000 compounds, 0.48% hits; AID 602248; in the data active = activation above about 15%;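 also: untransfected CHO-K1 host cells lacking M1 receptor as counterscreen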
CHO-K1 Ca antag = M1 antagonist counterscreen hit in parental CHO-K1 cells. AID 602250. 360,000 compounds, 0.6% hits. inhibition, % at 3 µM. ATP-induced calcium, Fluo-8 fluorescence;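 active = inhibition above a per-plate cutoff, the plate's mean sample inhibition plus 3 SD, cut at about 24% in these data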;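 also: 0% = DMSO plus EC80 ATP and 100% = DMSO alone without ATP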
CHO parental Ca = counter-screen for OX1R antagonists: effect in parental CHO cells. 330,000 compounds, 0.63% hits. inhibition, % at 5.6 µM. parental CHO-K1, ATP-induced calcium, Fluo-8 fluorescence;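 active = inhibition above that plate's mean sample inhibition plus 3 SD, cut at about 26% in these data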;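 also: 0% = ATP-challenged DMSO wells and 100% = DMSO wells without ATP; some compounds past the cut are filed as inactive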
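test system = CHO parental line | reagent = ATP stimulus | measured by = intracellular calcium via Fluo-8 no-wash fluorescent dye | control set = ATP and no-ATP DMSO wells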
CHRM1 agonist = activates human CHRM1 receptor; P11229; CHO-K1 hM1, Fluo-8 calcium fluorescence, agonist mode; 0% DMSO, 100% acetylcholine EC100; activation, % at 3 µM; 360,000 compounds, 0.33% hits; AID 588814;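 active = activation above the run's mean compound activation plus 3 SD, cut at about 16% in these data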;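 also: peak over basal fluorescence ratio within a 140 s kinetic read after compound addition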
CHRM4 agonist = agonists of human muscarinic M4 receptor (CHRM4). P08173. CHO-K1 hM4/Gqi5, Fluo-8 calcium fluorescence; vehicle 0%, full acetylcholine response 100%. activation, % at 3 µM. 360,000 compounds, 0.14% hits. AID 624127;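 active = activation above the run mean over all test wells plus 3 SD, cut at about 32% in these data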;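 also: peak over basal fluorescence ratio per well then scaled between controls; 0% = DMSO wells and 100% = acetylcholine at EC100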
Target sequence (P08173 whole entry, looked up): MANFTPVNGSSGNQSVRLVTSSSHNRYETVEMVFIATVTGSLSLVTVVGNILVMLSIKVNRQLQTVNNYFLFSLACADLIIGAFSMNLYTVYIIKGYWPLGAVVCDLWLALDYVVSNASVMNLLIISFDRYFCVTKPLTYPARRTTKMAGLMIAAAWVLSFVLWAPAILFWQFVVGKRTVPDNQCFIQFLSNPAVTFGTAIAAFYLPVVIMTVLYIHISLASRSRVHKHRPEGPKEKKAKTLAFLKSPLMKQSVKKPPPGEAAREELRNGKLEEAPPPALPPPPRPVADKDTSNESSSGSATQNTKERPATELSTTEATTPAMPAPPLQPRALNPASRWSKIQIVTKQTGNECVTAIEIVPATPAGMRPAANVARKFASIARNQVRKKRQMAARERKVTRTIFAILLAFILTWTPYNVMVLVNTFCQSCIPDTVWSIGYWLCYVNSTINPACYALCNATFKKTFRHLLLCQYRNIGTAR
M4 antag = antagonists of human muscarinic M4 receptor (CHRM4) | CHO-hM4 cells, ACh EC80, Fluo-8 calcium fluorescence | 360,000 compounds, 0.73% hits | inhibition, % at 3 µM | AID 624125 | P08173;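 active = inhibition above its plate's cutoff, the mean inhibition of sample wells plus 3 SD, cut at about 27% in these data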;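 also: 0% = acetylcholine EC80 with DMSO and 100% = DMSO without agonist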
OXTR potentiate = human OXTR potentiation; activation, % at 3 µM; 320,000 compounds, 0.061% hits; P30559; CHO-OTR cells, Fluo-8 calcium fluorescence, potentiator mode; 0% = oxytocin EC15, 100% = EC100;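 active = activation above that plate's cutoff, the mean activation of tested compounds plus 3 SD, cut at about 6.6% in these data, passing the limit was not always enough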;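 also: 100% uses oxytocin at 75 nM as the full agonist control; some results filed as inactive read as strong as hits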
Target sequence (P30559 whole entry, looked up): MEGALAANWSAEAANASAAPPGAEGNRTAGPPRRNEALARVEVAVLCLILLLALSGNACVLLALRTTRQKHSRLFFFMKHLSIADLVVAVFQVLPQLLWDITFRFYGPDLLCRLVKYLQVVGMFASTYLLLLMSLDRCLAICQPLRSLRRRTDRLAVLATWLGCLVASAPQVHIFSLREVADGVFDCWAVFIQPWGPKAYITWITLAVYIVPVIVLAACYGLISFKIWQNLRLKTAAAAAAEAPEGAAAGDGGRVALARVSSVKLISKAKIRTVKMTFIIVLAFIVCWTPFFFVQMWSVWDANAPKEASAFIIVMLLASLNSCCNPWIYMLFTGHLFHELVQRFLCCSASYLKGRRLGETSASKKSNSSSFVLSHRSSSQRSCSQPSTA
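test system = CHO-OTR cells, human receptor | compound = single-point 3.0 µM | schedule = 6 min compound pre-incubation at room temperature, 100 s kinetic read | signal = Fluo-8 no-wash calcium dye fluorescence, excitation 470-495 nm, emission 515-575 nm | repeats = single well per compound, singlicate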
* marks the source's active call; other numbers are inactive results; . = not tested or not shown. Hits appear at their usual frequency. Share with any hit: about 2.9%.

Second line of a record – CHO parental Ca, CHO-K1 Ca antag, CHRM1 antagonist, CHRM1 PAM, OXTR potentiate, M4 antag, CHO-K1 Ca ag, CHRM1 agonist, CHRM4 agonist
> CC1=C(C)CC(C(=O)N2CCN(Cc3ccccc3)CC2)C(C(=O)O)C1 (stereo not given)
  0, -10, -16, 10, -8, 1, 0.4, -2, 0
> O=C(CCN1C(=O)C2CC=C(Cl)CC2C1=O)NCc1ccco1 (stereo not given)
  -1, -8, -3, 1, -10, -6, 0.5, -3, 0
> Cc1ccc(S(=O)(=O)/N=C(/Nc2ccc(F)cc2F)c2ccc(F)cc2)cc1
  -9, -15, 1, 4, -7, 0, 1.7, -1, 0
> Cc1ccc(Nc2ncccc2C(N)=O)cc1[N+](=O)[O-]
  1, 3, 3, 4, -7, 0, 0.7, -6, 2
> CCOC(=O)c1sc(NC(=O)CSc2nc3ccccc3o2)c(C(=O)OCC)c1C
  -9, -11, -1, -1, 2, -4, 0.1, -6, 1
> COc1ccc(-c2cc(C(F)F)n3ncc(C(=O)N4CCc5ccccc54)c3n2)cc1
  -17, -13, -13, 8, -8, -23, 0.5, -8, 0
> COc1ccc(-c2csc(N(CCCN(C)C)C(=O)c3cc(OC)c(OC)c(OC)c3)n2)cc1
  -17, -6, -19, 15, 2, 7, 0.3, -6, 3
> CC1C(c2ccccc2)OCCN1C(=S)NC(=O)c1ccccc1 (stereo not given)
  ., -6, -6, -3, ., -9, 0.2, -3, 0
> c1csc(C2C3=C(Nc4ncnn42)c2ccccc2OC3)c1 (stereo not given)
  -20, -10, 11, -8, -4, 2, 0.1, -7, 1
> COc1cccc(-n2c(SCC(=O)NCc3ccco3)nnc2-c2c[nH]c3ccccc23)c1
  -15, -21, -16, 12, -4, -16, 0.4, -6, 0
> Cc1nnc(NC(=O)C2CC(=O)N(C(C)c3ccccc3)C2)s1 (stereo not given)
  16, -4, 11, -4, -10, 0, 0.1, 0, 2
> COc1ccc(N2C(=O)CSC23C(=O)N2CCCc4cccc3c42)cc1 (stereo not given)
  4, -7, 85*, -26, 0, 75*, 0.9, -6, 1
> CSc1nc2ccc(NS(=O)(=O)c3ccc(Cl)s3)cc2s1
  -24, 14, 24, -7, -21, 3, 0.0, -2, 1
> Cc1ccc(S(=O)(=O)NNC(=O)CCC(=O)Nc2ccc(C)cc2C)cc1
  -16, 2, -14, 7, -4, -8, -0.9, -5, 0
> CCC(=O)NCCCc1nc(-c2ccccc2)no1
  -4, -17, -17, 6, 12, -5, 0.1, 0, 3
> Cc1ccc(CN(C(=O)c2cccs2)C2CCS(=O)(=O)C2)cc1 (stereo not given)
  -11, -12, -11, 6, 4, -11, 1.3, -1, 1
> O=C(CCSc1ccc(Cl)c(Cl)c1)NC12CC3CC(CC(C3)C1)C2
  -12, 11, -6, -4, -23, -5, 0.7, -6, -1
> O=C(N/N=C/c1ccc(C(=O)O)cc1)C1=NNC(c2ccccc2)(c2ccccc2)C1
  2, -10, -8, 13, 4, -8, 4.3, -7, 1
> Cc1c(C(=O)N(Cc2ccccc2)C(C)C)cnn1-c1ccccc1
  -18, 3, -5, 1, -15, -6, 1.1, -5, 5
> Nc1ccc(Nc2nc3ccccc3[nH]2)cc1
  -4, 1, -2, -1, 0, 7, 0.2, 0, 1
> CCN(C(=O)CSc1ncccn1)C1CCS(=O)(=O)C1 (stereo not given)
  0, -9, -1, 3, -7, -2, 1.2, -2, 0
> Cc1cnc([N+](=O)[O-])n1CCOC(=O)NC(=O)c1cccc(F)c1
  -15, -14, -5, 7, -10, -14, 0.1, -3, 2
> O=[N+]([O-])c1ccc(N2CCN(Cc3ccc([N+](=O)[O-])o3)CC2)cc1
  ., -12, -13, 0, ., -3, 0.8, -7, 2
> Cc1ccc(OCCNc2ccc(C(F)(F)F)cc2[N+](=O)[O-])cc1
  -17, -6, -5, 1, -1, -13, -0.5, -1, 1
> CCCCc1c(O)c2ccccc2n(CCCC)c1=O
  -2, -8, -13, 9, 0, 4, 0.2, -9, -2
> CCCCc1nc2ccccc2c(=O)n1NC(=O)c1c(O)c2cccc3c2n(c1=O)CC3
  -20, -16, -9, 8, -2, 2, 0.2, -2, -1
> O=C(NC1CCN(S(=O)(=O)c2ccc(Cl)cc2)CC1)C1CCCCC1
  -1, -15, -7, 13, -11, 4, 0.5, -3, 1
> CC1=C(C(=O)Nc2ccc(C(=O)N3CCN(c4ccccc4F)CC3)cc2)SCCO1
  -12, -8, 0, -3, -6, 8, 4.5, -2, 4
> COc1ccc(N(C(=O)c2csnn2)C(C(=O)NC2CCCC2)c2ccccc2)cc1 (stereo not given)
  -9, -8, -7, 3, -10, -14, 0.4, -4, 1
> CCOc1ccc(C(=O)NNC(=O)c2cc(S(=O)(=O)N3CCOCC3)ccc2Cl)cc1
  -3, -3, 4, -2, -7, 5, 0.6, -3, 2
> CN(C)c1ccc(NC(=O)CSc2nnc(-c3cccs3)n2Cc2ccco2)cc1
  -18, -16, -4, 2, 1, 0, 0.5, -10, 1
> Cc1cc(NC(=O)c2cncc(Br)c2)ccc1NC(=O)c1cc2ccccc2o1
  -9, -13, -11, 7, 1, 8, 1.5, -1, 1
> CCOC(=O)C(=O)Nc1ccc(OCc2ccccc2)cc1
  7, 2, 4, -2, -20, -3, 6.1, -3, 7
> CCOC(=O)c1ccccc1NC(=O)CSc1ccccc1
  -25, -22, -24, 3, -8, -11, 0.3, -6, -2
> Cc1ccc(S(=O)(=O)Nc2cccc(C(=O)NCc3ccc(S(N)(=O)=O)cc3)c2)cc1
  -1, -13, -13, 12, 2, 5, 2.4, -8, 1
> CCOc1cc(/C=C2/C(=N)N3OC(C)=CC3=NC2=O)ccc1OC(=O)c1ccco1
  -10, -2, -15, 12, -2, -6, -0.4, -2, -1
> Cc1nn(C(C)C(=O)N2CCc3ccccc32)c(C)c1[N+](=O)[O-] (stereo not given)
  -1, -25, 2, 3, -6, 0, 7.4, -10, 1
> Cc1ccc(S(=O)(=O)N(C)C)cc1NC(=S)NC(=O)C12CC3CC(CC(C3)C1)C2
  -5, -8, 12, -5, -13, -1, 1.2, -2, 1
> O=C(N/N=C/c1ccc(O)cc1O)C(=O)N/N=C/c1ccc(O)cc1O
  -12, -4, -23, 12, -2, -1, 0.9, -3, 0
> CN(C)N1C(N)=C(C#N)C(c2ccsc2)C2=C1CC(C)(C)CC2=O (stereo not given)
  -11, -2, -8, 12, -7, -2, 0.6, -7, 1
> Cc1ccc2c(c1)c1c3n2CCN(CCC(=O)O)C3CCC1 (stereo not given)
  -9, -12, -7, 7, 14, 7, 0.7, -3, 0
> CCN(C(=O)CCS(=O)(=O)c1cc2c(cc1Cl)NC(=O)CO2)c1ccccc1
  -12, -5, -7, -2, -11, -6, 1.0, 0, 3
> CCS(=O)(=O)N1CCCC(C(=O)NCCN(C)Cc2ccccc2)C1 (stereo not given)
  -19, 2, 0, 3, -3, 3, 0.6, -4, 3
> COc1ccc(-c2nnnn2-c2ccc(F)cc2F)cc1
  -16, 0, -8, 14, 1, 1, 0.9, -13, 2
> CCOc1ccc(CCNC(=O)COC(=O)c2cccs2)cc1OCC
  -22, 18, -6, 9, 7, -14, -0.3, -3, 0

Part of the list above, showing only M4 antag, CHO-K1 Ca antag and CHO-K1 Ca ag.
mol | M4 antag | CHO-K1 Ca antag | CHO-K1 Ca ag
Cc1ccc(S(=O)(=O)N(C)C)cc1NC(=S)NC(=O)C12CC3CC(CC(C3)C1)C2 | -1 | -8 | 1.2
CCOc1cc(/C=C2/C(=N)N3OC(C)=CC3=NC2=O)ccc1OC(=O)c1ccco1 | -6 | -2 | -0.4

(more compounds)
Second line of a record – CHO parental Ca, CHO-K1 Ca antag, CHRM1 antagonist, CHRM1 PAM, OXTR potentiate, M4 antag, CHO-K1 Ca ag, CHRM1 agonist, CHRM4 agonist
> Cc1cccc(-n2cnc(C(=O)O)c2)n1
  -9, -6, -4, 9, 4, 7, 0.4, -6, 0
> CCC1(c2ccc(Cl)cc2)NC(=O)N(CC(=O)NC2(C#N)CCCCC2)C1=O (stereo not given)
  2, -6, -6, 6, 2, -8, 0.3, -4, 1
> Cc1nn(C(=O)c2nn(C)cc2[N+](=O)[O-])c(C)c1Cl
  0, 2, 8, -1, -5, 9, -0.3, -8, -1
> CCOC(=O)c1cc(C#N)c(N2CCN(c3ccccn3)CC2)nc1-c1ccccc1
  -21, 11, -6, 2, -7, -2, -0.7, -8, -1
> CCCN1C(=O)C(NC(=O)c2ccncc2)(C(F)(F)F)C2=C1CC(C)(C)CC2=O (stereo not given)
  6, -27, -12, 12, -4, 2, 0.5, 1, 3
> CCc1ccc(C(O)(CNCc2ccccc2)c2ccccc2)cc1 (stereo not given)
  ., 3, -17, 11, ., 4, 9.3, 0, 5
> Cc1ccc(C2(C)NC(=O)N(CC(=O)NC3CCCCC3)C2=O)cc1 (stereo not given)
  ., -3, -6, 3, ., -14, 0.8, 0, 1
> Cc1ccc(CC(CC(=O)O)C(=O)Nc2ccc(Cl)cc2)cc1 (stereo not given)
  -4, -20, -8, 5, 0, -7, 1.9, -7, 0
> CCCNC(=O)c1c(O)c2cccc3c2n(c1=O)CCC3
  ., 17, 0, 8, ., -6, -0.4, -1, -1
> COc1ccc(-c2nnn(CC(=O)N(Cc3ccco3)C(C(=O)NCC3CCCO3)c3ccco3)n2)cc1 (stereo not given)
  -14, -7, 1, -1, -2, 3, 0.9, -9, 1
> O=C(CSc1nc(=O)n(CCCN2CCOCC2)c2c1CCCC2)Nc1ccc(Cl)cc1
  -38, 8, 9, -12, -1, 3, -0.5, -8, 1
> COc1ccc(C2/C(=C(\O)c3ccc4c(c3)CC(C)O4)C(=O)C(=O)N2Cc2cccnc2)c(OC)c1 (stereo not given)
  -20, -13, -20, 11, -8, -10, 0.5, -2, 0
> O=C(COC(=O)c1c(Cl)cccc1Cl)NCC1CCCO1 (stereo not given)
  -5, -6, -2, 7, -10, -3, 0.0, -2, 1
> O=C(NCC1CCCCC1)c1cc(S(=O)(=O)N2CCCCC2)ccc1N1CCOCC1
  -6, -7, -10, 5, 0, 8, 0.2, -5, 0
> COc1ccc(NC(=O)CSc2nnc(NC(C)=O)s2)c([N+](=O)[O-])c1
  -5, -1, -5, 12, 3, -5, -0.1, -8, 2
> COc1ccc2c(c1OC)C(=O)N(c1ccccn1)C2
  -17, -14, -6, 5, -11, 4, 0.5, -3, 2
> c1ccc(-n2ncc3c(NCCN4CCCCC4)ncnc32)cc1
  -12, -5, -1, -2, -5, 4, -0.1, -6, 0
> O=C(O)C(NS(=O)(=O)c1ccccc1)C(O)c1ccccc1 (stereo not given)
  0, -1, -10, 7, 2, -2, -0.2, -2, 0
> CCCc1nc2sc3c(c2c(=O)n1N)CCC3
  -16, 7, -14, 10, 2, 1, 4.5, -5, 1
> CC1=NCCN1S(=O)(=O)c1ccccc1[N+](=O)[O-]
  -2, -3, -9, 15, -12, 7, 0.1, -4, 1
> Cc1ccc(S(=O)(=O)NN=C2CCC(C(C)(C)C)CC2)cc1[N+](=O)[O-] (stereo not given)
  5, 5, -10, 11, -1, -1, -0.3, -1, 1
> Cc1ccc2c(c1)C(=C(C#N)C#N)C(=O)N2CCN1CCOCC1
  -5, -21, -10, 6, -8, -1, 1.8, -3, 1
> Cc1c(CN2CCCC(C)C2)c(O)n(CCO)c(=O)c1C#N (stereo not given)
  1, -16, -8, 8, -1, -3, 0.1, -5, 1
